# Screening results as filed in PubChem.
# Large T inhibition: SV40 large T antigen inhibitors, biochemical (AID 1903) | SV40 large T antigen ATPase/helicase inhibition assay; higher % means a stronger effect | one-dose inhibition, % at 20 µM; IC50 in µM for titrated hits | hit rate 0.39% among 310,000; in the data active means a potency from the dose series; inconclusive means inhibition mostly from about 32% at the one dose, without a potency; inactive means the rest, 99 in 100 with inhibition below about 32%; further: strong numbers were not always called active
# RSV antiviral HEp-2: RSV antiviral activity via CPE protection, HEp-2 cells, primary 10 µM value included (AID 2391); hit rate 0.13% among 310,000; CPE inhibition, % at 10 µM; hits with a dose series show IC50 in µM; HEp-2 cells, RSV-induced CPE inhibition; higher % means a stronger effect; in the data active means a potency from the dose series; inconclusive means CPE inhibition mostly from about 23% at the one dose, without a potency; inactive means the rest, 99 in 100 with CPE inhibition below about 21%; further: strong numbers were not always called active
# bCat nuc transl: modulators of beta-catenin nuclear translocation, primary screen, imaging, HeLa cells, immunofluorescence, high-content. nuclear translocation activity, % at 5 µM. hit rate 0.3% among 190,000;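 active means nuclear translocation activity above 50% at 5 µM, with a well cell count of 50 or more; inconclusive means wells under 50 cells across six images, flagged as toxic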;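 further: per-cell ratio of nuclear to cytoplasmic median beta-catenin stain intensity; plate controls were DMSO negative control for no effect and GSK-3 inhibitor IX positive control for full effect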
#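 System: Human HeLa cells, endogenous beta-catenin | Compound dosing: 5 µM primary, 0.02–20 µM confirmation | Timing: 24 h compound exposure at 37°C, 5% CO2 | Measured by: Fluorescence imaging of beta-catenin antibody stain plus DAPI | Read-out basis: % activation of per-cell nuclear versus cytoplasmic median beta-catenin signal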
# PhoP inhibition: inhibitors of PhoP regulon expression, primary screen, Salmonella Typhimurium, GFP reporter (AID 1863); S. Typhimurium PhoP-regulated promoter GFP reporter, 4 h; higher % means a stronger effect; inhibition, % at 50 µM, or IC50 in µM where a hit was titrated; hit rate 0.16% among 300,000;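 active means inhibition over 29.93%, a cutoff 3 SD above the screen mean, later confirmed by dose response; inconclusive means inhibition over 29.93% but no dose response follow-up; inactive means inhibition at most 29.93% or unconfirmed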;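 further: 0% = low Mg2+ inducing control and 100% = high Mg2+ repressing control; strong numbers were not always called active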
# T cell modulator: modulators of CD8 T cell-vesicle binding, primary screen, mouse 2C CD8+ T cells, flow cytometry; calls only at 7 µM; hit rate 0.068% among 330,000; 2C CD8+ T cell-vesicle binding; active compounds read low; AID 2052, 2009;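 active means response, share of CD8 T cells binding vesicles, and their 90th percentile fluorescence all below set limits, cut at about 80% in these data, passing the limit was not always enough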
#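 Read-out – percent CD8+ FL2 mean versus row control · System – murine 2C transgenic CD8+ T lymphocytes · Times – 1.5 h cell–vesicle binding at 37 °C, then 20 min icy labelling · Control set – naked vesicles low, QL9 vesicles with vehicle high · Detection – cytometric PE anti-B7-1 and Alexa647 anti-CD8 signals after 1% paraformaldehyde fixation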
# Myeloid diff 2: induction of myeloid progenitor differentiation, primary screen, cell-based, flow cytometry, MLPCN library; ER-HoxA9 myeloid progenitors, lysozyme-GFP differentiation; hit rate 1% among 360,000; calls only at 10 µM; AID 624256, 2012;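 active means normalized GFP-positive differentiation at or above the plate's own cutoff, the solvent-only control mean plus 3 SD; inconclusive means no clear call, values can overlap the other calls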;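 further: cells exposed to compound for four days before flow analysis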
# MgcRacGAP inhibition: MgcRacGAP GTPase-activating activity inhibitors, confirmation, biochemical, ADP Hunter fluorescence; MgcRacGAP-stimulated Rac1 GTP hydrolysis, ADP Hunter fluorescence; higher % means a stronger effect; GST-tagged Rac1 F28L mutant substrate; hit rate 0.6% among 340,000; inhibition, % at 30 µM, or IC50 in µM where a hit was titrated;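 active means first-screen hits whose inhibition reached a set limit at any dose in the follow-up dose series; inconclusive means inhibition above the set first-screen limit but never retested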;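 further: fluorescence reports GDP produced by GAP-driven GTP hydrolysis; strong numbers were not always called active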
# West Nile antiviral: West Nile virus antiviral activity, cell-based, CPE readout (AID 1621); CPE inhibition, % at 10 µM, or IC50 in µM where a hit was titrated; hit rate 0.02% among 290,000; West Nile virus-infected cells, CPE inhibition; higher % means a stronger effect; in the data active means a potency from the dose series; inconclusive means CPE inhibition mostly from about 3.7% at the one dose, without a potency; inactive means the rest, 99 in 100 with CPE inhibition below about 2.2%; further: strong numbers were not always called active
# WT yeast gro inh: growth inhibition of WT strain, primary screen, mitochondrial fusion inhibitor project, WT and mutant strains, chemical genetic | inhibition, % at 10 µM | mitochondrial fusion phenotypic screen | hit rate 2.1% among 190,000; in the data active means inhibition above about 58%; tested in S. cerevisiae
# WT yeast gro inh mutant strain: recorded beside WT yeast gro inh, whose call it bears; inhibition, %; mitochondrial fusion phenotypic screen, mutant strain inhibition
# bCat nuc transl cell count 5 µM: second read-out of bCat nuc transl, no call of its own (marks repeat the call); cell count; measured here: cell count, cytotoxicity flag
# T cell modulator vesicle-bound %: recorded beside T cell modulator, whose call it bears; double positive events, %; measured here: CD8+ vesicle-bound cell fraction;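 binding gate set so that unloaded-vesicle control wells show 10% double positive cells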
# Myeloid diff 2 GFP+ MAC1+ %: recorded beside Myeloid diff 2, whose call it bears; GFP+ MAC1+ double positive, %; measured here: differentiation confirmed by MAC1 staining
# * = called active by the depositor; i = inactive; ? = inconclusive; . = no result given.
canonical_smiles	Large T inhibition	RSV antiviral HEp-2	bCat nuc transl	bCat nuc transl cell count 5 µM	PhoP inhibition	T cell modulator	T cell modulator vesicle-bound %	Myeloid diff 2	Myeloid diff 2 GFP+ MAC1+ %	MgcRacGAP inhibition	West Nile antiviral	WT yeast gro inh	WT yeast gro inh mutant strain
CCOc1ccccc1NC(=O)C1COc2ccccc2O1 (stereo unspecified)	8%	1.1%	.	.	6%	i	49	i	0.4	12%	-0.6%	.	.
C/C(CC(=O)Nc1cccnc1)=N\NC(=O)C(=O)NC(C)C	4%	0.2%	0.8	1233	-8%	i	14	i	0.7	8%	0.6%	.	.
Cc1cccnc1	.	0.4%	.	.	.	i	21	i	1.9	6%	.	.	.
CC(=O)N1N=C(c2ccccc2)OC1(C)CC(=O)Nc1ccccc1 (stereo unspecified)	20%	2.1%	2.7	1068	-11%	i	48	i	0.3	1%	-0.9%	-1	-1
COc1ccc(-c2nnc3sc(C4CCCCC4)nn23)cc1OC	20%	?	-2.9	1179	1%	i	20	i	0.5	9%	-0.7%	14	17
CNC(=S)N1N=C(c2ccc(Br)cc2)CC1c1ccc(OC)cc1 (stereo unspecified)	8%	?	-0.1	925	-14%	i	31	i	0.4	5%	-1.5%	38	30
Cc1cc(C)cc(NC(=S)NCc2ccc3[nH]c4c(c3c2)CCCC4)c1	12%	-1.9%	-1.0	543	15%	i	22	i	1.6	6%	.	72*	44*
CCN(CC)S(=O)(=O)c1cccc(NC(=O)COC(=O)C2COc3ccccc3O2)c1 (stereo unspecified)	8%	0.9%	0.0	937	-12%	i	50	i	0.1	9%	0.2%	-15	-7
NS(=O)(=O)c1ccc(CCNC(=O)c2ccc(NS(=O)(=O)c3ccc4[nH]c(=O)[nH]c4c3)cc2)cc1	8%	-1.7%	.	.	-4%	i	26	.	.	6%	.	.	.
CC1CC(C)CN(S(=O)(=O)c2ccc(NC(=O)CCN3C(=O)C4CC=CCC4C3=O)cc2)C1 (stereo unspecified)	.	1.8%	.	.	.	i	17	i	0.8	5%	.	.	.
Cc1nc(-c2ccccc2)sc1C(=O)/C=C/c1ccc(Cl)cc1	6%	2.2%	.	.	1%	i	51	i	1.2	11%	1.4%	-16	0
CC1(C)OC(=O)C=C[C@]2(C)[C@H]3CC[C@@]4(C)[C@H](C(=O)O)OC(=O)[C@H]5O[C@]54[C@]3(C)C(=O)C[C@@H]12	.	1.8%	.	.	.	i	30	i	1.1	11%	.	.	.
COC(=O)c1[nH]c2ccc(C)cc2c1NC(=O)CN1CCCc2ccccc21	12%	12%	.	.	-4%	i	6	i	1.0	7%	-0.2%	1	9
COc1ccccc1OCC(=O)N1CCN(C(=O)COc2ccccc2OC)CC1	11%	1.0%	.	.	-4%	i	20	i	0.8	6%	-0.4%	.	.
Cc1nn(-c2ccc(N3CCOCC3)nn2)c(C)c1CCC(=O)N1CCN(C)CC1	14%	0.4%	.	.	-2%	i	12	i	0.7	4%	0.0%	.	.
CCn1cc(C(=O)NN)c(=O)c2cc(F)c(N3CCN(C)CC3)cc21	3%	-0.1%	.	.	3%	i	33	i	1.3	14%	-0.2%	.	.
Cc1cc(C)c(C)c(S(=O)(=O)N2CCN(CC(=O)Nc3sccc3C#N)CC2)c1C	5%	3.1%	-3.5	540	4%	i	9	i	0.8	9%	-0.5%	-8	2
CCOc1ccc2nc(NCCNS(=O)(=O)c3ccccc3)c(C#N)cc2c1	11%	-2.2%	-2.2	720	-5%	i	48	i	1.2	7%	-0.2%	-10	-6
CC1(C)CC(=O)C(N=Nc2ccc(OC(F)F)cc2)=C(O)C1	6%	0.6%	-2.2	1141	5%	i	52	i	0.8	8%	0.9%	-11	-12
CS(=O)(=O)N(CC(=O)Nc1cccnc1)c1ccc2c(c1)OCCO2	-3%	0.8%	.	.	2%	i	28	i	8.6	3%	-0.4%	-10	1
CCOC(=O)N1CCN(C(=O)Nc2ccccc2)CC1	-5%	0.5%	0.7	1077	-3%	i	56	i	0.7	1%	0.1%	-30	-16
O=C(NNC(=O)c1ncc(Cl)c(Cl)c1Cl)c1ccc(F)cc1	0%	0.3%	.	.	8%	i	32	i	0.7	5%	0.7%	.	.
O=C(NCC(=O)N(c1ccccc1)C(C(=O)NC1CCCC1)c1cccnc1)c1ccco1 (stereo unspecified)	4%	-0.3%	-3.0	478	3%	i	0	i	1.4	8%	-0.6%	-3	-3
CCOC(=O)c1ccc(NC(=O)C2CCN(S(=O)(=O)CC)CC2)cc1	14%	0.4%	.	.	-4%	i	6	i	0.3	6%	0.2%	0	-5
CCn1cnc2c(Nc3cccc(Cl)c3)nc(C#N)nc21	.	10%	.	.	.	i	36	i	0.1	13%	.	.	.
Nc1nonc1-n1nnc(C(=O)N/N=C/c2ccc(Br)cc2)c1CN1CCOCC1	12%	0.9%	.	.	-10%	i	21	i	1.3	1%	-0.4%	.	.
Cc1cc(C)c2c(n1)sc1c(N3CCCCC3)ncnc12	8%	40%	-0.3	1411	-6%	i	51	i	0.0	.	0.4%	.	.
CCOC(=O)C1CCCN(C(=O)c2c(-c3ccccc3Cl)noc2C)C1 (stereo unspecified)	14%	1.3%	-1.5	1041	0%	i	36	i	0.7	8%	0.1%	3	0
Cc1ccc(CSCC(=O)Nc2cc(S(=O)(=O)N3CCOCC3)ccc2OC(C)C)cc1	6%	5.8%	.	.	-9%	i	48	i	0.3	2%	.	.	.
O=C1c2cccnc2C(O)N1Cc1ccccc1 (stereo unspecified)	5%	-0.5%	2.4	1057	-6%	i	14	i	9.6	3%	0.4%	-15	-5
O=C(COC(=O)/C=C/C(=O)OCC(=O)Nc1ccccc1F)Nc1ccccc1F	1%	-0.2%	0.8	1264	-9%	i	10	i	1.2	5%	-0.1%	.	.
CCOC(=O)Cn1c(=O)oc2cc(S(=O)(=O)N3CCC(N4CCCCC4)CC3)ccc21	3%	0.1%	.	.	6%	i	16	i	1.7	8%	0.1%	11	-1
Cc1cc(S(=O)(=O)Nc2c(C)ccc3nsnc23)ccc1F	5%	5.5%	-0.8	1143	-4%	i	12	i	1.4	7%	0.8%	-1	3
C[C@@H](C(=O)NCc1c(F)cccc1Cl)N1C(=O)N2CCc3c([nH]c4ccccc34)[C@@]2(C)C1=O	7%	-0.2%	.	.	-1%	i	26	i	3.7	0%	0.7%	.	.
O=C(Nc1ccccc1)c1cc(N2CCOCC2)nc2ccccc12	4%	1.9%	-0.1	1161	8%	i	45	i	3.1	2%	-0.2%	9	-6
Cc1nc2ccsc2c(=O)n1-c1cccc(Cl)c1	5%	0.1%	.	.	.	i	39	i	0.8	-6%	.	.	.
CCc1nnc(NC(=O)CN2C(=O)/C(=C/c3cc(OC)c(OC)c(OC)c3)SC2=S)s1	29%	2.8%	1.5	457	-6%	i	44	i	0.1	4%	-0.6%	-1	9
CC(=O)Nc1ccc2oc(C)nc2c1	5%	-1.5%	-1.5	1071	6%	i	45	i	0.1	2%	0.6%	-4	-12
Cc1cc(OCC(=O)Nc2ccc(S(=O)(=O)NC3=NCCCCC3)cc2)c(C(C)C)cc1Cl	4%	8.7%	13	845	19%	i	23	i	0.3	10%	-0.3%	35	8
CCN(CC)CCCN(Cc1cc2cc3c(cc2[nH]c1=O)OCO3)C(=O)Nc1ccccc1OC	10%	-0.8%	-2.1	1043	10%	i	59	i	0.9	15%	0.4%	16	17
C=CCn1c(C)cc(C(=O)CSc2n[nH]c(N)n2)c1C	14%	1.4%	.	.	-2%	i	32	i	2.6	5%	-0.3%	13	7
O=C(COC(=O)Cc1ccc(Br)cc1)Nc1c(F)c(F)c(F)c(F)c1F	-10%	0.2%	.	.	6%	i	57	i	0.3	-2%	0.1%	20	7
CCN1CCc2c(sc(NC(=O)c3ccc(S(=O)(=O)N4CCOCC4)cc3)c2C(N)=O)C1	17%	-0.2%	0.2	1029	9%	i	24	i	3.6	6%	0.0%	19	6
O=C(CCc1nnc2ccc(NCc3ccco3)nn12)N1CCN(c2ccc(F)cc2)CC1	8%	0.2%	.	.	-4%	i	20	?	.	6%	0.1%	.	.
O=C(Cn1cc2c(n1)CCCC2)NCCCN1CCN(c2ccccc2F)CC1	5%	-0.6%	-0.7	1094	7%	i	51	i	2.3	5%	-0.6%	15	-6
CCOC(=O)C1(Cc2ccc(OC)cc2)CCN(C(=O)c2sc(C)nc2C)CC1	-8%	9.3%	1.7	952	4%	i	53	i	0.4	2%	-0.8%	9	6

# Arranged by length of the SMILES (largest number first): part of the list above.
canonical_smiles	Large T inhibition	RSV antiviral HEp-2	bCat nuc transl	bCat nuc transl cell count 5 µM	PhoP inhibition	T cell modulator	T cell modulator vesicle-bound %	Myeloid diff 2	Myeloid diff 2 GFP+ MAC1+ %	MgcRacGAP inhibition	West Nile antiviral	WT yeast gro inh	WT yeast gro inh mutant strain
CCc1nnc(NC(=O)CN2C(=O)/C(=C/c3cc(OC)c(OC)c(OC)c3)SC2=S)s1	29%	2.8%	1.5	457	-6%	i	44	i	0.1	4%	-0.6%	-1	9
CCOC(=O)Cn1c(=O)oc2cc(S(=O)(=O)N3CCC(N4CCCCC4)CC3)ccc21	3%	0.1%	.	.	6%	i	16	i	1.7	8%	0.1%	11	-1
Cc1cc(C)cc(NC(=S)NCc2ccc3[nH]c4c(c3c2)CCCC4)c1	12%	-1.9%	-1.0	543	15%	i	22	i	1.6	6%	.	72*	44*
Cc1cccnc1	.	0.4%	.	.	.	i	21	i	1.9	6%	.	.	.
